# PG9 binder – binds the HIV-1 gp120 antibody PG9 | TR-FRET gp120-PG9 antibody binding | inhibition, % at 6.7 µM | 0.43% of 360,000 active | AID 624416; in the data active means inhibition above about 8.5%
# PRMT1 inh – blocks human protein arginine methyltransferase 1. Q99873. recombinant PRMT1, activity-based probe fluorescence polarization. inhibition, % at 2.79 µM. 1.3% of 370,000 active;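 active means inhibition above about 21% made by adding two undisclosed values, limit read from the data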
# Target sequence (Q99873 whole entry, looked up): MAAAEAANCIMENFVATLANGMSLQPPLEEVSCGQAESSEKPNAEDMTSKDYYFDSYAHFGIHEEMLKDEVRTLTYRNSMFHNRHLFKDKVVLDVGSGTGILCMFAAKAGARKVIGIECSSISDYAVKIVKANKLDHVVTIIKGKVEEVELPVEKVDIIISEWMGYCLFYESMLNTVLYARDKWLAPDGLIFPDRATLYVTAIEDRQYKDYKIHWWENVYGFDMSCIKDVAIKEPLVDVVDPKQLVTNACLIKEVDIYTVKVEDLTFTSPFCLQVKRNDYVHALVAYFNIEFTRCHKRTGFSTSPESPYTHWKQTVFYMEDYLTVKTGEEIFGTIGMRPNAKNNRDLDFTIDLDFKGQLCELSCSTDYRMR
# HTRA1 inhibitor – blocks human HTRA1 serine peptidase. Q92743. inhibition, % at 5.96 µM. 0.5% of 340,000 active. recombinant HTRA1, FP-rhodamine activity-based probe, fluorescence polarization. AID 504803; in the data active means inhibition above about 36%;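 further: 0% = enzyme with DMSO and 100% = wells lacking enzyme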
# rCAG RNA binder – binds r(CAG) RNA repeats; inhibition, % at 3 µM; r(CAG) RNA repeat, TO-PRO-1 dye displacement fluorescence; 1.3% of 370,000 active;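 active means inhibition above the plate cutoff, the mean of all test compounds on that plate plus 3 SD, cut at about 35% in these data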;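 further: 0% = DMSO alone and 100% = 100 µM mitoxantrone as full dye displacement; higher means more dye released from RNA so lower well fluorescence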
# mABHD4 FP – ABHD4 (mouse) inhibition, primary FP screen | Q8VD66 | purified mABHD4, FP-Rh probe fluorescence polarization | inhibition, % at 8.92 µM | 0.54% of 370,000 active;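 active means inhibition exceeding the mean over every tested compound plus 3 SD, cut at about 30% in these data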;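 further: 0% = plate median of compound wells and 100% = S159A mutant with DMSO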
#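 Assay system: Wild-type mouse ABHD4 protein | Medium: HEPES pH 7.0 buffer, 150 mM NaCl, 0.01% Pluronic F-127 | Incubation: Enzyme–compound pre-incubation 45 min, then probe 60 min, both 25 °C | Technique: Fluorescence polarization with parallel and perpendicular emission, 525/598 nm | Evaluation: % inhibition of FP-Rh probe binding versus controls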
# MBD2 DNA inh – inhibitors of human MBD2 binding to methylated oligonucleotide. Q9UBB5. TR-FRET. inhibition, % at 4.4 µM. 0.31% of 370,000 active; in the data active means inhibition above about 13%
# Target sequence (Q9UBB5 whole entry, looked up): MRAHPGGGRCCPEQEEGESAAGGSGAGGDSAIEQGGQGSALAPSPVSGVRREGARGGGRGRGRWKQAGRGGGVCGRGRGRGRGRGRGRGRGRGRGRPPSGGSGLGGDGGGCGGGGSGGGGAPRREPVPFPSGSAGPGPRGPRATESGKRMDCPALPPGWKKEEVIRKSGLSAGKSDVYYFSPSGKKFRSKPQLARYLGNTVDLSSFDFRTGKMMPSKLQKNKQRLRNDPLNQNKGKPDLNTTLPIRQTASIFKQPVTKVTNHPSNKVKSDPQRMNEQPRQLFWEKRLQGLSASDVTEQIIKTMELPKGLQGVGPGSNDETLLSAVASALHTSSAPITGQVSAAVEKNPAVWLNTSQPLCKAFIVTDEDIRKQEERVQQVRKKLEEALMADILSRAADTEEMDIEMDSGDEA
# UHRF1 MBD2 ctr – UHRF1 methyl-DNA binding inhibition. AID 687016. UHRF1 binding to methylated oligo, TR-FRET. 0.75% of 370,000 active. inhibition, % at 4.4 µM; in the data active means inhibition above about 21%;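 further: UHRF1 SRA domain binding a hemimethylated CpG hairpin DNA probe; 0% = median of test compound wells and 100% = reference inhibitor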
# LEDGF integ inh – blocks HIV-1 LEDGF/p75-dependent DNA integration | TR-FRET IN-LEDGF/p75 DNA integration, Eu/Cy5 | AID 743269 | 0.64% of 370,000 active | inhibition, % at 3.7 µM;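 active means inhibition above the screen-wide mean plus 3 SD, cut at about 13% in these data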;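 further: signal is the Cy5 over europium emission ratio at 671 and 618 nm; 0% = plate median of compound wells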
# TCR CD3 inh – human TCR-CD3 binding inhibition; TAMRA-labeled TCR probe fluorescence, biochemical; inhibition, % at 9.4 µM; 0.37% of 360,000 active; AID 651800; in the data active means inhibition above about 19%;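 further: recombinant mutant TCR 2C K166C tagged with TAMRA read by polarization; 0% = receptor in buffer alone and 100% = receptor with positive control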
# NR1D1 modulator – modulators of human Rev-erb alpha DNA binding; P20393; Rev-erbα–FITC-DNA binding, fluorescence polarization, 90 min; activity, % at 10 µM; 0.79% of 370,000 active;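 active means activity above about 14%, limit read from the data; passing the limit was not always enough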;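 further: 0% = DMSO wells with 35 nM protein and 100% = DMSO wells with 750 nM protein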
# Active calls of the source: *; . = no result given; & = joins results of further samples. This is a subset. The share of hits here may be higher or lower than overall.
1: CCn1c(Cc2ccccc2)nnc1SCC(=O)Nc1ccc(C)cc1
2: CCOC(=O)c1cnc2ccc(C)cc2c1Sc1ccc(F)cc1
3: COc1ccc(S(=O)(=O)N(C)C[C@@H]2OCc3cnnn3CCCC(=O)N([C@@H](C)CO)C[C@H]2C)cc1
4: COc1ccc(OC)c(NC(=O)C2CC(=O)N(CCc3ccccc3)C2)c1 (configuration not stated)
5: O=S(=O)(Nc1cccc2cccnc12)c1ccc(S(=O)(=O)N2CCCC2)cc1
6: O=C(O)/C=C/C(=O)NCCc1ccc(Cl)cc1
7: CCN1C(=O)/C(=C\c2ccc(F)cc2)N=C1SCC(=O)NCc1ccco1
8: Cc1ccc(S(=O)(=O)N(OCc2ccccc2)C(C)C(=O)O)cc1 (configuration not stated)

Screen / compound no.	1	2	3	4	5	6	7	8
PG9 binder	-0.4	0.6	-0.5	0.0	-1.0	-0.1	-2.2	-0.8
PRMT1 inh	3	0	-3	3	-3	1	0	1
HTRA1 inhibitor	-1	-14	-1	-3	1	-4	-8	.
rCAG RNA binder	-4	-7	0	-3	7	-2	-1	5
mABHD4 FP	-8	-3	-7	0	-6	2	5	0
MBD2 DNA inh	-7	7	-3	-2	-5	-2	-2	-6
UHRF1 MBD2 ctr	-2	1	-1	-2	6	3	0	0
LEDGF integ inh	4	0	-1	-4	-36	-2	-3	5
TCR CD3 inh	-5	-1	0	-8	-5	-2	4	1
NR1D1 modulator	4	4	-1	-1	5	-5	-6	-1

# Single entries from the list:
# In MBD2 DNA inh, compound 6 has the entry -2
# In PRMT1 inh, compound 8 has the entry 1

# Three structures already listed, ordered by heavy-atom count, smallest number first.
6: O=C(O)/C=C/C(=O)NCCc1ccc(Cl)cc1
8: Cc1ccc(S(=O)(=O)N(OCc2ccccc2)C(C)C(=O)O)cc1 (configuration not stated)
4: COc1ccc(OC)c(NC(=O)C2CC(=O)N(CCc3ccccc3)C2)c1 (configuration not stated)

Screen / compound no.	6	8	4
PG9 binder	-0.1	-0.8	0.0
PRMT1 inh	1	1	3
HTRA1 inhibitor	-4	.	-3
rCAG RNA binder	-2	5	-3
mABHD4 FP	2	0	0
MBD2 DNA inh	-2	-6	-2
UHRF1 MBD2 ctr	3	0	-2
LEDGF integ inh	-2	5	-4
TCR CD3 inh	-2	1	-8
NR1D1 modulator	-5	-1	-1

# Additional compounds.
9: CCN(C)C1CN(Cc2cn(Cc3cc(C)cc(C)c3)nn2)S(=O)(=O)C1 (configuration not stated)
10: CCC(C)NC(=O)c1cnn2c(C)c3c(nc12)CCCC3 (configuration not stated)
11: OC(c1ccc(OCc2ccccc2)cc1)c1nnc(-c2ccccc2)o1 (configuration not stated)
12: C/C(CC(=O)Nc1ccc2c(c1)OCCO2)=N\NC(=O)c1cccc(O)c1
13: O=C(NC1CCCCCCC1)c1ccc2c(c1)OCO2
14: O=C(O)CCCCc1nc2ccccc2s1
15: CCOc1ccc(/C=C2/Sc3ccc(C(=O)N4CCOCC4)cc3N(C)C2=O)cc1OC
16: CCCCc1ccc(NC(=S)N2CCN(C(=O)c3ccco3)CC2)cc1

Screen / compound no.	9	10	11	12	13	14	15	16
PG9 binder	-1.7	-0.3	-0.6	-1.5	-0.3	-0.4	-3.8	0.6
PRMT1 inh	3	1	-3	2	-2	3	8	6
HTRA1 inhibitor	.	3	-3	5	4	1	-8	-7
rCAG RNA binder	-1	-2	-3	3	-2	1	-2	-3
mABHD4 FP	10	-1	-26	0	0	0	1	-10
MBD2 DNA inh	3	5	-5	0	-4	-5	-1	8
UHRF1 MBD2 ctr	8	5	-1	-3	0	0	0	4
LEDGF integ inh	-2	-5	-1	2	0	-2	-1	0
TCR CD3 inh	3	-5	7	1	8	1	9	-15
NR1D1 modulator	-6	0	-1	-3	3	-6	-5	-2

17: O=C(NC1CCCc2c1cnn2-c1ccccc1F)c1ccccn1 (configuration not stated)
18: CCc1c(C)nc2ncnn2c1NC1CCCc2ccccc21 (configuration not stated)
19: CC(C)(C)c1nc[nH]c(=O)c1Br
20: Cc1cc(NC(=O)CCOc2ccccc2)no1
21: Cn1c(SCCN2CCCC2)nnc1C1CCN(S(=O)(=O)c2ccc(F)cc2)CC1
22: COc1ccc(CCNC(=O)CN2C(=O)COc3ccc(S(=O)(=O)N4CCCC4)cc32)cc1OC
23: Cc1c(Cl)cccc1N1C(=O)CC(Sc2ccccc2N)C1=O (configuration not stated)
24: CC(OC(=O)c1cc(S(=O)(=O)N2CCOCC2)ccc1F)C(=O)NCc1ccc2c(c1)OCO2 (configuration not stated)

Screen / compound no.	17	18	19	20	21	22	23	24
PG9 binder	1.1	1.7	0.5	-1.9	-0.4	0.1	-1.4	-1.1
PRMT1 inh	-1	0	-1	8	4	-1	-4	2
HTRA1 inhibitor	0	2	9	-6	3	-2	-2	-1
rCAG RNA binder	-5	-5	-2	4	-2	-3	0	-1
mABHD4 FP	-3	-2	5	-3	5	4	1	-3
MBD2 DNA inh	3	2	0	-7	7	-5	2	3
UHRF1 MBD2 ctr	-2	-2	2	1	12	0	-1	0
LEDGF integ inh	1	5	-1	0	-9	-2	4	-6
TCR CD3 inh	3	2	-3	-2	0	11	2	-2
NR1D1 modulator	-3	2	0	3	-4	1	-2	3

25: CCOc1ccccc1CN1CCN(S(C)(=O)=O)CC1
26: CC(C)n1cc(/C=N/Nc2ccc(C(=O)O)cc2)c2ccccc21
27: O=C1CCC(=O)N1CCC(c1ccc(F)cc1)c1ccco1 (configuration not stated)
28: COn1c(SCc2ccc(Cl)cc2)nc2ccccc2c1=O
29: COCOc1cc(O)c2c(=O)c(OCOC)c(-c3ccc(OCOC)c(OCOC)c3)oc2c1
30: Cc1ccc2c(c1)nnn2C1CCN(S(=O)(=O)c2ccc3ccccc3c2)CC1
31: Cc1ccc2[nH]cc(CCNC(=O)Nc3ccccc3)c2c1
32: C[C@@H]1CN([C@H](C)CO)C(=O)c2cc(NC(=O)Nc3ccc(F)cc3)ccc2O[C@@H](C)CCCCO[C@@H]1CN(C)C(=O)CCCN(C)C

Screen / compound no.	25	26	27	28	29	30	31	32
PG9 binder	-0.3	-13	-0.8	0.7	-0.2	0.5	-2.2	0.9
PRMT1 inh	5	26*	1	-1	6	0	-2	-4
HTRA1 inhibitor	-1	10	7	-37	-12	-39	2	.
rCAG RNA binder	-6	25	2	-3	12	9	0	7
mABHD4 FP	10	17	-3	-8	-6	-10	-10	-3
MBD2 DNA inh	2	2	5	-5	0	-4	-6	1
UHRF1 MBD2 ctr	3	0	3	0	8	-2	-2	0
LEDGF integ inh	1	-4	-1	-3	2	-3	1	-2
TCR CD3 inh	2	-4	-4	6	7	2	1	5
NR1D1 modulator	4	-2	-5	-2	3	1	0	-3

33: O=C(O)CCC(=O)NNC(=O)c1ccc([N+](=O)[O-])cc1
34: CCCCN(C)CCCNC(=O)c1cn(CC)c2ccc(S(=O)(=O)N3CCOCC3)cc2c1=O
35: COc1ccccc1/C=C/C=N/n1c(-c2ccccc2)n[nH]c1=S
36: CCOC(=O)C1=C(C)Nc2nc(SCC(=O)OC)nn2C1c1cc(F)cc(F)c1 (configuration not stated)
37: Cc1ccc(OCC(=O)NCc2ccc3c(c2)OCO3)c([N+](=O)[O-])n1
38: S=C(c1ccc(-c2ccc(Cl)cc2)o1)N1CCCCC1
39: COC(=O)CSc1nc2ccc(C)cc2cc1C#N
40: CC(=O)N/N=C(\C)C1COc2ccccc2O1 (configuration not stated)

Screen / compound no.	33	34	35	36	37	38	39	40
PG9 binder	-1.3	-2.0	3.2	-0.2&-2.4	0.5	-1.1	-1.0	-1.7
PRMT1 inh	-2	-2	8	0&1	1	0	-5	-1
HTRA1 inhibitor	1	4	4	1&-5	2	-17	-6	1
rCAG RNA binder	-1	-5	5	0&-4	-1	4	0	-1
mABHD4 FP	-5	1	-3	4&-2	4	5	4	2
MBD2 DNA inh	0	1	-1	-1&-1	3	4	-2	4
UHRF1 MBD2 ctr	-3	2	1	0&-1	-3	2	-3	-1
LEDGF integ inh	2	1	2	3&1	-2	0	2	-2
TCR CD3 inh	5	-1	2	-2&0	-2	2	-1	-3
NR1D1 modulator	-1	-9	-9	-5&1	2	1	0	2

# Retrieved by compound from the entries so far:
35: COc1ccccc1/C=C/C=N/n1c(-c2ccccc2)n[nH]c1=S
39: COC(=O)CSc1nc2ccc(C)cc2cc1C#N
34: CCCCN(C)CCCNC(=O)c1cn(CC)c2ccc(S(=O)(=O)N3CCOCC3)cc2c1=O
38: S=C(c1ccc(-c2ccc(Cl)cc2)o1)N1CCCCC1
40: CC(=O)N/N=C(\C)C1COc2ccccc2O1 (configuration not stated)
33: O=C(O)CCC(=O)NNC(=O)c1ccc([N+](=O)[O-])cc1

Screen / compound no.	35	39	34	38	40	33
PG9 binder	3.2	-1.0	-2.0	-1.1	-1.7	-1.3
PRMT1 inh	8	-5	-2	0	-1	-2
HTRA1 inhibitor	4	-6	4	-17	1	1
rCAG RNA binder	5	0	-5	4	-1	-1
mABHD4 FP	-3	4	1	5	2	-5
MBD2 DNA inh	-1	-2	1	4	4	0
UHRF1 MBD2 ctr	1	-3	2	2	-1	-3
LEDGF integ inh	2	2	1	0	-2	2
TCR CD3 inh	2	-1	-1	2	-3	5
NR1D1 modulator	-9	0	-9	1	2	-1

# Screening results from PubChem BioAssay.
